From PubChem BioAssay
Avidin fluor: avidin bead compound fluorescence profile; AID 1775; fluorescence (KMESF) at 10 µM; Avidin beads, compound fluorescence 488/530 nm, flow cytometry; hits give high values; 220,000 tested, 0.38% active; in the data active = fluorescence above about 47; also: inactives centre near 10
Bim-Bcl-2: inhibitors of Bim-Bcl-2 interaction, human; Bead-based flow cytometry, Bim peptide-Bcl-2 binding; 190,000 tested, 0.06% active; inhibition, % at 10 µM; P10415; AID 950; in the data active = inhibition above about 40%; inconclusive = no clear call, values can overlap the other calls;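 also: 0% = no compound wells with probe peptide and 100% = reference peptide inhibitor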
Target sequence (P10415 whole entry, looked up): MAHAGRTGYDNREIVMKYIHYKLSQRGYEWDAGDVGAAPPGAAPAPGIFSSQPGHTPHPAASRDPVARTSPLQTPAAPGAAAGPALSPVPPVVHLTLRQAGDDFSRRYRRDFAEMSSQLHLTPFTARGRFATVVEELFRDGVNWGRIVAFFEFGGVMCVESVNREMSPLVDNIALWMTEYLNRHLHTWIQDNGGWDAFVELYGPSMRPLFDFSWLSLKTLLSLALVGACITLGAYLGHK
RGS4-Gao reg: modulates binding of RGS4 to human Galphao; P09471; 220,000 tested, 0.33% active; binding response (% of control), % at 10 µM; Multiplexed bead flow cytometry; actives lie on both sides; in the data active = binding response below about 49% or above about 150%; inactive = in between;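 also: fluorescent Galphao activated with aluminum fluoride binding bead-coupled RGS4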
Target sequence (P09471 whole entry, looked up): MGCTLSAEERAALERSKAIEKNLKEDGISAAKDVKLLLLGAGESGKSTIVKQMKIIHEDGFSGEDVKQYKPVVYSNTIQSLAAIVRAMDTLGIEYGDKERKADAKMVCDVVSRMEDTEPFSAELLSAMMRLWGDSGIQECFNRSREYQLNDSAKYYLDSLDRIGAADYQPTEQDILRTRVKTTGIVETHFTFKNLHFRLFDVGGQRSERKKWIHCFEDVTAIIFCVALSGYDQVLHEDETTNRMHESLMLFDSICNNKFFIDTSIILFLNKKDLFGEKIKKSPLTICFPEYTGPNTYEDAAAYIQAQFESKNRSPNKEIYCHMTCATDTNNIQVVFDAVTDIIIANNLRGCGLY
ABCB1 block: blocks JC-1 efflux by human ABCB1 transporter. CCRF-Adr cells, flow cytometry. inhibition, % at 6.6 µM. AID 1326. 190,000 tested, 0.067% active; in the data active = inhibition above about 40%;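 also: 0% = vehicle and 100% = reference inhibitor; higher value means more JC-1 retained so stronger ABCB1 efflux block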
ABCG2 block: inhibitors of human ABCG2 transporter, ABCB1 counter-screen; 190,000 tested, 0.1% active; inhibition, % at 6.6 µM; Q9UNQ0; IgMXP3 cells, JC-1 efflux, flow cytometry;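 active = inhibition above 80%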;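 also: 0% = DMSO and 100% = nicardipine control wells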
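Test system: IgMXP3 cells (ABCG2) mixed with DDAO far-red-labelled CCRF-Adr cells (ABCB1). Reagent: JC-1 transporter substrate. Compound dosing: single test compound dose, 6.6 µM final. Times: 10 min compound exposure, 25 °C. Detection: flow cytometry of retained JC-1 fluorescence. Read-out basis: efflux inhibition in percent versus controls. Controls: nicardipine and DMSO wells.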
Bfl-1 Bim block: disrupts Bim binding to human Bfl-1. Q16548. AID 1008. 190,000 tested, 0.12% active. inhibition, % at 10 µM. Bead-based flow cytometry, Bim-Bfl-1 binding inhibition;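 also: 0% = wells without compound plus tracer and 100% = blocker peptide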
GSH fluor: compound fluoresces at 488/530 nm on GSH beads; 190,000 tested, 0.25% active; fluorescence (KMESF) at 10 µM; AID 1776; GSH beads flow cytometry, compound fluorescence 488/530 nm; hits give high values; in the data active = fluorescence above about 89;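 also: glutathione beads carrying GST-tagged Bcl family fusion proteins plus one bare bead set; values are compound well signal with DMSO vehicle wells as background; inactives centre near 16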
RGS7-Gao reg: regulators of human RGS7-Galphao interaction | P09471 | Multiplexed bead flow cytometry, RGS7-Galphao binding; actives lie on both sides | AID 1439 | binding response (% of control), % at 10 µM | 220,000 tested, 0.35% active; in the data active = binding response below about 49% or above about 150%; inconclusive = no clear call, values can overlap the other calls; inactive = in between;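 also: fluorescent Galphao held in activated GDP-AlF4 state binding bead-coupled RGS7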
Bim-Bcl-B: human Bim-Bcl-B interaction inhibition | Q9HD36 | bead-based flow cytometry, Bim peptide-Bcl-B binding | inhibition, % at 10 µM | 190,000 tested, 0.073% active | AID 951;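 also: 0% = tracer peptide without compound and 100% = reference inhibitor peptide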
Bcl-W Bim block: inhibitors of Bim-Bcl-W interaction, human; Q92843; inhibition, % at 10 µM; 190,000 tested, 0.02% active; bead-based flow cytometry, Bim peptide-Bcl-W binding;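 also: 0% = bound tracer without compound and 100% = peptide blocker; higher means less fluorescent Bim peptide bound to Bcl-W beads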
Target sequence (Q92843 whole entry, looked up): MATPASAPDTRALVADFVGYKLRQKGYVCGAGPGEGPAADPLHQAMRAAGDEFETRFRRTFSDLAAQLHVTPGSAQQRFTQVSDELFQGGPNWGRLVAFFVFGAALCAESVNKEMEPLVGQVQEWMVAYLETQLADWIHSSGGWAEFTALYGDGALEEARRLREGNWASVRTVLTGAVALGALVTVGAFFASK
Bcl-XL Bim block: inhibitors of Bim-Bcl-XL interaction, human; Q07817; Bim peptide-Bcl-XL binding, bead flow cytometry, fluorescence; inhibition, % at 10 µM; 190,000 tested, 0.04% active
Target sequence (Q07817 whole entry, looked up): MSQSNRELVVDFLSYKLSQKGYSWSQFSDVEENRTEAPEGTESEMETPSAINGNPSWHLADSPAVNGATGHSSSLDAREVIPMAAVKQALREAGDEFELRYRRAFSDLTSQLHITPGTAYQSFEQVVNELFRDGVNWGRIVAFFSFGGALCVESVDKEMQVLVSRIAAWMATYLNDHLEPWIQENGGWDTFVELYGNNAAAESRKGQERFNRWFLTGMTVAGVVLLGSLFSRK
* = called active by the depositor; ? = inconclusive; / = not tested or not shown. Rule as the data show it, unless noted: active = inhibition above about 40%.

SMILES	Avidin fluor	Bim-Bcl-2	RGS4-Gao reg	ABCB1 block	ABCG2 block	Bfl-1 Bim block	GSH fluor	RGS7-Gao reg	Bim-Bcl-B	Bcl-W Bim block	Bcl-XL Bim block
COc1ccc(NC(C)=O)cc1NC(C)C(=O)Nc1ccc(F)c(F)c1F (stereo unspecified)	13	-5	96	0.7	3	-8	54	102	-4	4	-9
CC(C)CC(=O)N1CCN(C(=O)c2ccco2)CC1	11	-2	101	0.2	-1	-6	13	98	-2	0	-3
O=C(CN1C2=NCCN2c2ccccc21)c1ccc(Br)cc1	32	-3	103	0.1	2	-1	17	103	-1	-3	-1
CON(C)c1nc(OCC#N)nc(N(C)C)n1	6	-4	89	0.2	0	-9	9	93	-6	-2	-6
CCOC(=O)C1C(=O)CC(C)(O)C(C(=O)OCC)C1c1ccccc1OC (stereo unspecified)	11	-3	104	-1.0	0	-8	50	103	-7	0	-5
CN(CC(=O)NC(c1ccccc1)c1ccccc1)Cc1nc2ccccc2c(=O)[nH]1	9	-12	100	1.8	9	-16	34	101	-8	0	-16
Oc1c(Br)cc(C=Nc2ccc3nc(-c4ccccc4)[nH]c3c2)c(O)c1Br	8	7	96	-0.5	-2	3	13	95	-2	4	2
COc1ccc(C2c3[nH]c4ccccc4c3CCN2C(=O)c2cn3ccccc3n2)c(F)c1 (stereo unspecified)	7	0	94	1.0	4	0	9	90	0	2	-2
CC(NC(=O)COC(=O)/C=C/c1cccc(C(F)(F)F)c1)c1ccccc1 (stereo unspecified)	1	0	92	0.2	3	-1	7	93	0	-3	0
COc1ccc(-c2csc(NC(=O)C3COc4ccccc4O3)n2)cc1OC (stereo unspecified)	5	-6	102	2.9	0	-5	18	102	-7	0	2
CSc1ccccc1NC(=O)c1cccs1	35	-2	101	0.2	1	1	15	100	0	0	-2
Cc1c(C(=O)NCCSCc2ccco2)cccc1[N+](=O)[O-]	16	-2	100	/	0	-6	9	100	-4	-3	-7
C/C(=N\OCC(=O)Nc1c(C)cc(C)cc1C)c1ccc2c(c1)OCCO2	3	-4	97	1.1	9	-4	17	99	-9	-7	-8
COc1ccc(C(C)=O)cc1CSc1nc2ccccc2c(=O)n1-c1ccccc1	11	-11	99	4.1	5	-3	13	99	-8	-4	-5
Cc1ccc(C(C(=O)NCc2ccccc2)N(C(=O)c2csnn2)c2cccc3ccccc23)o1 (stereo unspecified)	16	-8	102	2.3	7	-17	26	98	-8	-1	-7
COC(=O)c1ccc(NC(=O)CSCc2ccccc2C)cc1	5	-7	101	0.6	3	-9	54	98	-7	1	-6
CS(=O)(=O)N1CCN(C(=O)c2ccc(F)cc2)CC1	12	10	102	0.5	2	15	28	102	10	0	7
Cn1cnnc1SCc1ccc(-c2ccc(Br)cc2)o1	5	-1	98	0.0	1	0	19	101	-2	-1	-3
Cc1c(C(=O)NCc2ccccc2)c(-c2ccccc2)nn1-c1ccccc1	11	-9	103	0.1	5	-10	41	97	-7	4	-5
CC(=O)c1c(C)nn(CC(O)COc2ccc3c(c2)CCC3)c1C (stereo unspecified)	7	-6	98	0.6	3	-11	60	94	-7	0	2
C=CCn1c(-c2c[nH]c3ccccc23)n[nH]c1=S	9	-9	96	0.6	3	-11	32	94	-20	-2	1
CCC(=O)Nc1ccc(NC(=O)CSc2nnc(C(C)C)n2C)cc1	8	-2	99	0.1	-5	-5	26	100	0	-1	-4
COc1cccc(CN2CCCC(C(=O)c3ccc4c(c3)OCO4)C2)c1OC (stereo unspecified)	10	-6	100	-2.1	-4	-6	16	101	0	-1	0
CCNc1nc(NCC)n2c(SCC(=O)NC34CC5CC(CC(C5)C3)C4)nnc2n1	10	-5	106	0.0	4	-4	10	102	-3	-3	-2
COc1ccc(/C(O)=C2/C(=O)C(=O)N(CCCN(C)C)C2c2ccccc2)cc1OC (stereo unspecified)	28	-2	101	0.5	2	-1	27	98	-7	-5	-9
CCCS(=O)(=O)N1CCC(C(=O)N2CCOCC2)CC1	36	-10	100	1.0	15	-18	27	102	-7	-1	-8
O=C(COc1ccc(Cl)cc1Br)NC(=O)NCc1ccccc1	17	-12	100	0.2	2	-17	17	98	-3	-4	-6
CCOC(=O)c1cc(-c2ccc(F)cc2)n(CC(=O)N2CCCC2)c1C	5	-6	109	0.9	2	-12	41	108	-8	4	-8
Cc1sc2ncnc(OCC(=O)NCc3cccs3)c2c1C	32	-12	102	0.6	15	-25	23	101	-10	-5	-10
O=C(CN1CCOCC1)N1N=C(c2cccs2)CC1c1cccs1 (stereo unspecified)	11	-2	100	0.0	0	-5	14	101	-3	0	-2
O=C(C1CCCN(S(=O)(=O)c2cnc[nH]2)C1)N1CCN(Cc2ccccc2)CC1 (stereo unspecified)	10	-6	102	0.2	0	-11	19	102	-3	1	-3
O=S1(=O)NC(=NC2CCCCCC2)c2ccccc21	10	0	102	0.9	7	1	42	100	-1	0	5
O=C(NCc1cccnc1)c1cc2nc(-c3ccc4c(c3)OCO4)cc(C(F)(F)F)n2n1	10	0	103	1.2	3	-2	19	102	2	2	0
CC1Cc2ccccc2N1C(=O)CSc1nc2cc3c(cc2cc1C#N)OCO3 (stereo unspecified)	10	-6	94	0.6	12	-10	48	97	-7	3	0
COc1ccccc1-n1nc(C)cc1N	20	-6	103	0.3	1	-7	9	104	-7	-2	-3
Cc1ccc(/C=C/C(=O)O)cc1S(=O)(=O)Nc1ccc2c(c1)OCO2	10	-6	101	1.1	1	-13	51	98	-1	-4	-7
CN(C)S(=O)(=O)c1ccc(N2CCOCC2)c(C(=O)O)c1	9	-7	103	0.0	0	-9	5	101	-7	1	-9
O=C(c1cccc(F)c1)N1CCC(c2nc3ccccc3s2)CC1	9	-4	99	1.9	10	-2	19	99	-9	0	-1
S=C(NCc1cccs1)Nc1cccc(Cl)c1	15	-10	97	-0.1	11	-15	35	101	-10	0	-2
CCOCCCNS(=O)(=O)c1ccc2c(c1)oc(=O)n2CC(=O)OCC	16	0	100	1.3	7	0	27	98	-3	-3	-5
Cc1ccc(N2CC(C(=O)Nc3ccc4c(c3)OCO4)CC2=O)cc1 (stereo unspecified)	13	1	91	-2.6	-1	-1	21	92	0	-1	-1
Cc1ccc(-n2c(SC3CCOC3=O)nc3ccccc3c2=O)cc1 (stereo unspecified)	9	-1	99	2.2	3	-3	14	?	-4	0	-2
Cc1cc(C(=O)Nc2nnc(C(F)(F)F)s2)no1	16	0	96	0.7	5	-5	51	99	-3	1	0
O=[N+]([O-])/C(C(=C(Cl)Cl)N1CCN(Cc2ccccc2)CC1)=C1\NCCN1Cc1ccc(Cl)nc1	10	2	103	-0.5	-2	-3	12	106	-1	1	-2
Nc1nc2ccc(S(=O)(=O)N3CCCCC3)cc2s1	5	-1	97	0.2	1	4	24	109	-14	-1	-4
Clc1ccc(CN2C3=NCCCN3c3ccccc32)cc1	13	-14	103	-1.1	-2	-17	27	102	-7	-1	-6
Cc1ccn2cc(-c3cccc(NC(=O)c4cccs4)c3)nc2c1	17	0	103	0.0	-1	6	15	102	-1	-1	-2
CCOC(=O)Cn1nc(C)c(NC(=O)COc2ccc(F)cc2F)c1C	12	-4	95	-0.1	-2	-5	11	99	0	0	-1
CC(=O)Nc1cccc(Nc2nc(-c3ccccc3)nc3ccccc23)c1	26	-2	98	0.5	7	-4	7	103	-3	0	-1
CCOc1ccc(-c2csc(NC(=O)C3CCCO3)n2)cc1 (stereo unspecified)	12	-12	104	-0.1	8	-18	33	101	-10	0	-12

Some of the entries so far, in CSV form:
Structure,Avidin fluor,Bim-Bcl-2,RGS4-Gao reg,ABCB1 block,ABCG2 block,Bfl-1 Bim block,GSH fluor,RGS7-Gao reg,Bim-Bcl-B,Bcl-W Bim block,Bcl-XL Bim block
Cc1ccc(-n2c(SC3CCOC3=O)nc3ccccc3c2=O)cc1 (stereo unspecified),9,-1,99,2.2,3,-3,14,?,-4,0,-2
Cc1cc(C(=O)Nc2nnc(C(F)(F)F)s2)no1,16,0,96,0.7,5,-5,51,99,-3,1,0
O=[N+]([O-])/C(C(=C(Cl)Cl)N1CCN(Cc2ccccc2)CC1)=C1\NCCN1Cc1ccc(Cl)nc1,10,2,103,-0.5,-2,-3,12,106,-1,1,-2
Nc1nc2ccc(S(=O)(=O)N3CCCCC3)cc2s1,5,-1,97,0.2,1,4,24,109,-14,-1,-4
Clc1ccc(CN2C3=NCCCN3c3ccccc32)cc1,13,-14,103,-1.1,-2,-17,27,102,-7,-1,-6
Cc1ccn2cc(-c3cccc(NC(=O)c4cccs4)c3)nc2c1,17,0,103,0.0,-1,6,15,102,-1,-1,-2

Other results:
SMILES	Avidin fluor	Bim-Bcl-2	RGS4-Gao reg	ABCB1 block	ABCG2 block	Bfl-1 Bim block	GSH fluor	RGS7-Gao reg	Bim-Bcl-B	Bcl-W Bim block	Bcl-XL Bim block
COc1cc(C(=O)NCC(c2ccco2)N2CCCC2)ccc1OCc1c(C)noc1C (stereo unspecified)	4	-4	115	-0.2	1	-8	44	108	-4	-1	-21
CN(c1ccc(OCC(=O)OCC(=O)Nc2ccccc2F)cc1)S(=O)(=O)c1cccs1	11	0	97	0.1	8	5	11	95	3	-1	0
Cc1nnc2n(-c3ccccc3)c(=O)c3c4c(sc3n12)CC(C)CC4 (stereo unspecified)	40	-4	100	1.8	6	0	13	101	-5	-6	-6
COc1ccc(CN2C(=O)CN=C2Nc2cc(C)ccc2C)cc1	12	-9	106	0.8	3	-5	64	106	-9	-6	-9
Cc1ccc(NC(=O)CN(C)C(=O)CSc2nc3ccccc3c(=O)n2Cc2ccco2)cc1	36	-3	90	1.1	2	-1	18	90	-2	-1	0
CC(=O)NNc1[nH]c2c(c(=O)c1[N+](=O)[O-])c(=O)n(C)c(=O)n2C	11	0	100	0.1	1	-3	16	101	0	1	0
CCOc1ccc(-n2c(CCc3ccccc3)n[nH]c2=S)cc1	38	0	107	-0.6	-2	3	27	133	-16	1	0
C=CCn1c(O)c(C(CC)=Nc2ccccc2NC(=O)CC)c(=O)[nH]c1=O	9	0	98	0.6	4	0	27	98	0	1	1
O=C(Cc1ccc(F)cc1)Nc1c2c(nn1-c1cccc(Cl)c1)CS(=O)C2 (stereo unspecified)	31	-10	102	0.2	30	-21	21	101	-8	3	-9
Fc1ccccc1N1CCN(Cc2nc(-c3ccc(Cl)cc3Cl)no2)CC1	10	1	102	0.0	1	1	57	102	0	3	1
COC(CNC(=O)CSCc1nc(-c2ccc(SC)cc2)oc1C)OC	10	-5	99	0.4	13	-4	19	99	0	0	0
Cc1ccc(S(=O)(=O)NNC2=NCCCCC2)cc1	7	-2	103	0.9	3	-2	21	102	-5	0	-1
COc1ccc(C(=O)c2sc3nc(-c4ccc(OC)cc4)ccc3c2N)cc1	3	5	102	0.0	-6	4	7	105	-11	7	1
COc1cc(C(=O)O/N=C2\C=CC(=O)C=C2C)cc(OC)c1OC	6	5	88	0.6	9	6	17	93	2	4	4
O=C(NN1C(=O)C2C(C1=O)C1C=CC2C12CC2)c1ccncc1 (stereo unspecified)	35	-2	101	0.3	1	-1	12	99	0	-2	-2
Cc1oc2c(CN(C)C)c(O)ccc2c(=O)c1-c1cscn1	34	0	102	-0.1	0	-1	13	101	0	-2	-2
